TRHR PAM: allosterically enhances the human TRH receptor. hit rate 0.66% among 360,000. AID 493056. TRHR cells, fluo-8 calcium fluorescence, EC20 TRH enhancement. enhancement, % at 2 µM; in the data active = enhancement above about 30%; also: 0% is about no effect
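TRHR-expressing cells loaded with fluo-8 calcium dye were read kinetically (ex 480/em 530) during compound addition, then stimulated with an EC20 of TRH (10 nM final). Enhancement of the Gq-mediated intracellular calcium response was scored.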
TRHR agonist: agonists of human TRH receptor | P34981 | TRHR cells, calcium flux fluo-8, FDSS agonist mode | activation, % at 2 µM | hit rate 0.18% among 360,000 | AID 493084; also: 0% is about no effect
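In this calcium-flux screen, cells bearing human TRHR are dye-loaded with fluo-8, baselined for 10 cycles, then exposed to library compounds; positive kinetic calcium responses during the agonist phase mark hits, with TRH as control.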
D2 potentiator: positive allosteric modulators of human D2 dopamine receptor. P14416. HEK293 T-REx D2, calcium flux, EC20 dopamine potentiation. potentiation, % at 10 µM. hit rate 0.34% among 340,000. AID 485347;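 active = potentiation over 3 SD above the plate norm, cut at about 30% in these data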; also: 0% is about no effect
Target sequence (P14416 whole entry, looked up): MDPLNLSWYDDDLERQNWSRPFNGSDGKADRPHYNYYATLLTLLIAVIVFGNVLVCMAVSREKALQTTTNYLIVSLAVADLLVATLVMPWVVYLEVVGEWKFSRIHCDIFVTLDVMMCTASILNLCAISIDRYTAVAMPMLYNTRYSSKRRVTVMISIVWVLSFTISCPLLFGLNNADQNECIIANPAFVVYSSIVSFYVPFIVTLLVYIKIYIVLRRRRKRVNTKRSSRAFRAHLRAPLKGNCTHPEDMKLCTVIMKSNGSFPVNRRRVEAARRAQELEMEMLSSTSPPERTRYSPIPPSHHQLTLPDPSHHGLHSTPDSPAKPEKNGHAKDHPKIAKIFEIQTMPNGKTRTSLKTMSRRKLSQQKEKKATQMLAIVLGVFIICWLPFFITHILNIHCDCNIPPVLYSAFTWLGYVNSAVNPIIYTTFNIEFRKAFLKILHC
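Using a no-wash calcium dye in inducible, force-coupled HEK293 Trex cells expressing D2, we tracked fluorescence each second for 180 s after compound, then for 180 s after EC20 dopamine to detect augmented signalling.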
D2 antag: antagonizes the human D2 dopamine receptor; HEK293 TREx D2 cells, calcium flux, dopamine EC80; AID 485344; hit rate 2% among 340,000; inhibition, % at 10 µM; in the data active = inhibition above about 30%; also: 0% is about no effect
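Calcium flux kinetic readout in an inducible HEK293 TREx D2 line plated overnight at 30 C. After 180 s compound exposure, an EC80 dopamine challenge follows with another 180 s kinetic read to detect antagonism.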
RXFP1 antagonist: RXFP1 (human) relaxin receptor antagonism; Q9HBX9; HEK293-RXFP1, relaxin-stimulated cAMP HTRF, 30 min; hits give low values; activity change, negative = inhibition, % at 57.5 µM; hit rate 0.59% among 350,000;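 active = activity change of -60% or lower, but not beyond a set lower limit; inconclusive = change between -60% and -40%, or beyond the set limit; inactive = change above -40%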; also: % is scaled to controls: 0 for no effect and ±100 for the full control effect
D1 agonist: human D1 receptor agonism; activation, % at 2 µM; HEK293 T-REx D1 cells, calcium flux, agonist mode; hit rate 1% among 360,000; AID 504660; also: 0% is about no effect
Target sequence (P21728 whole entry, looked up): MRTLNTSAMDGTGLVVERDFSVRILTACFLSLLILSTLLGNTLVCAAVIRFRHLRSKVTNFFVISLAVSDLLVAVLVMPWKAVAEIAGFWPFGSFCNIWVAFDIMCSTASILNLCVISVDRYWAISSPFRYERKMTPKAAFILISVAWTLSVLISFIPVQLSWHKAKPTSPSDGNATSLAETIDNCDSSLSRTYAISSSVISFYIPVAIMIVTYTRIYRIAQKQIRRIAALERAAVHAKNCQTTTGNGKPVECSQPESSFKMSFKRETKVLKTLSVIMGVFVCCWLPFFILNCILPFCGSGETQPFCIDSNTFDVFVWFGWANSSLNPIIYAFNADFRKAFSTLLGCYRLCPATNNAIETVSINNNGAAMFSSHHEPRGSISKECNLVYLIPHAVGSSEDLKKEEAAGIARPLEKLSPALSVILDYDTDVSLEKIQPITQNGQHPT
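Tetracycline-induced HEK293 TREx D1 cells, force-coupled to calcium signalling, were dye-loaded with a no-wash calcium kit. Compound was pin-added after a 10 s baseline. Fluorescence was read kinetically at 1 cycle/s for 180 s, with calcium rises flagged as agonism.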
D2 ag: D2 dopamine receptor (human) agonism | activation, % at 2 µM | HEK293 T-REx D2 cells, calcium flux agonist mode | AID 485358 | hit rate 0.53% among 340,000 | P14416;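 active = activation over 3 SD above normal in the single-dose calcium agonist read, cut at about 30% in these data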; also: 0% is about no effect
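Calcium-flux readout, 1 cycle/sec over 180 s following compound pin transfer, in inducible HEK293 Trex D2 cells (force-coupled); dopamine controls included. Positive calcium responses during this window marked compounds as potential agonists.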
D1 antagonist: human D1 dopamine receptor antagonism; AID 504652; HEK293 TREx D1 cells, calcium flux, dopamine EC80; hits give low values; hit rate 3.2% among 360,000; P21728; activity change, negative = inhibition, % at 10 µM; in the data active = activity change below about -30%; also: % is scaled to controls: 0 for no effect and ±100 for the full control effect
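Kinetic fluorescence of a calcium dye serves as the read-out. D1-expressing Hek293 Trex cells, induced overnight at 30 C, are exposed to compound for 180 s before an EC80 dopamine addition, then read 180 s further.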
D1 potentiator: potentiators of human D1 dopamine receptor; HEK293 TREx D1 cells, calcium flux, dopamine EC20 potentiation; hit rate 0.036% among 360,000; potentiation, % at 10 µM; P21728; in the data active = potentiation above about 30%; also: 0% is about no effect
* marks the source's active call; other numbers are inactive results; ? = inconclusive; . = no result given. Rule as the data show it, unless noted: active = activation above about 30%; inactive = the rest.

Results follow in this order: D1 antagonist, D1 potentiator, D2 antag, TRHR PAM, TRHR agonist, D2 ag, D2 potentiator, RXFP1 antagonist, D1 agonist
> N#C/C(=C\c1ccccc1)c1nc(-c2cc3c(ccc4ccccc43)oc2=O)cs1
  -4, 0, ., -3, -0.9, -0.5, -17, -1, 2
> CC(NS(=O)(=O)OCC(Cl)(Cl)Cl)c1ccc(Br)cc1 (stereo not drawn)
  4, -4, ., -4, 0.5, ., ., ., 6
> CCOC(=O)c1[nH]c2ccccc2c1NC(=O)C(CC)CC
  -1, -1, -7, 1, 0.0, -0.7, 6, ., 2
> COc1ccc(/C=C/C(=O)NNc2cc(=O)n(C)c(=O)n2C)cc1OC
  -5, 1, 4, -3, 0.1, 0.0, -7, -2, 1
> CCCC(C)n1[nH]c(=O)cc1N (stereo not drawn)
  0, -4, 15, -4, 2.0, -0.2, 0, -4, 3
> CCOC(=O)N1CCC(N2Cc3cccc(C(=O)Nc4ccc(OC)c(OC)c4)c3C2=O)CC1
  -7, -6, -4, 4, -1.4, -1.4, 1, 3, 0
> CCOC(=O)c1c(-c2ccccc2)csc1NC(=O)c1cc2ccccc2oc1=O
  13, -4, 2, 5, 1.0, 0.9, -15, ., 3
> COc1cc(/C=N/n2nnnc2N)ccc1O
  -27, -8, -12, 0, 0.3, 0.4, 2, -12, 1
> COc1ccc2[nH]cc(C=O)c2c1
  -7, -4, ., 7, -0.8, ., ., 2, 3
> CCc1cc2c(NCC3CCCO3)nc(C)nc2s1 (stereo not drawn)
  -2, -2, 5, 6, -0.2, 0.2, 9, -12, -2
> CC(=O)c1cccc(N2C(=O)CN(S(C)(=O)=O)CC2(C)C(=O)NC2CCCC2)c1 (stereo not drawn)
  4, -1, ., 4, 0.5, 0.4, 0, -6, 0
> CSc1ccccc1C(=O)NC1CCSc2ccccc21 (stereo not drawn)
  -41*, -4, 7, -12, -1.6, 1.2, 4, 0, -1
> COc1ccc(CNC(=O)C[C@H]2C(=O)N(c3ccccc3)C[C@@H]2Cc2ccccc2)cc1
  18, -4, -16, 1, -0.6, -0.1, 1, ., 3
> NNc1nc2c(F)cc(F)cc2s1
  13, -2, -4, -3, 0.4, -0.1, -6, -34, 1
> CN(C)S(=O)(=O)c1ccc(NC(=O)CCNC(=O)c2ccco2)cc1
  27, -6, 5, 1, 0.7, -0.1, ., -8, 3
> CC(=O)c1cccc(Nc2ncnc3c2cnn3-c2cccc(Cl)c2)c1
  10, -1, ., -1, -0.2, -0.3, 12, 3, 1
> Cn1c(=O)c(Oc2ccc(Cl)cc2)c(O)c2ccccc21
  5, 3, 12, 9, 0.2, -0.4, 0, -3, 2
> O=C(N/N=C\c1ccc(CNS(=O)(=O)c2ccccc2)o1)C(=O)Nc1ccc(F)cc1
  -11, -8, -1, -3, 1.0, -0.2, -8, ?, 7
> Cc1cc(OCC(=O)NCCCN2CCCC2=O)c2c(C)cc(=O)oc2c1
  -3, -1, 14, -3, 0.0, 0.0, 4, 5, 1
> Cc1sc(NC(=O)CCC(=O)O)c(C#N)c1C
  23, 1, 6, -4, 0.6, 0.8, -2, 0, 0

Profiles, quoted from the list. Screens in order: D1 antagonist	D1 potentiator	D2 antag	TRHR PAM	TRHR agonist	D2 ag	D2 potentiator	RXFP1 antagonist	D1 agonist
CCOC(=O)N1CCC(N2Cc3cccc(C(=O)Nc4ccc(OC)c(OC)c4)c3C2=O)CC1 as listed: -7	-6	-4	4	-1.4	-1.4	1	3	0
Cc1cc(OCC(=O)NCCCN2CCCC2=O)c2c(C)cc(=O)oc2c1 as listed: -3	-1	14	-3	0.0	0.0	4	5	1
COc1cc(/C=N/n2nnnc2N)ccc1O as listed: -27	-8	-12	0	0.3	0.4	2	-12	1
COc1ccc2[nH]cc(C=O)c2c1 as listed: -7	-4	.	7	-0.8	.	.	2	3

Remaining list, next part:
Results follow in this order: D1 antagonist, D1 potentiator, D2 antag, TRHR PAM, TRHR agonist, D2 ag, D2 potentiator, RXFP1 antagonist, D1 agonist
> CCCCCNC(=O)c1ccc2c(c1)nc(C)n2-c1cccc(C)c1
  -10, 1, ., -7, -0.8, -0.2, -2, -1, -3
> O=c1oc2ccc(Br)cc2cc1-c1nc(-c2ccccc2)no1
  -2, 0, ., -2, -0.8, ., 5, -11, 2
> COc1ccc(Nc2nc3ccccc3c(=O)s2)c(OC)c1
  7, -6, -8, 6, -0.1, -1.0, 4, ?, 1
> CSC1=C(C#N)C(c2ccncc2)C(C(=O)Nc2ccccc2)=C(C)N1 (stereo not drawn)
  -1, 0, -17, 4, -0.3, -0.2, 12, 0, 0
> CCOc1ccccc1OCCCOc1ccc(C)cc1Cl
  -86*, -6, 5, -4, 0.9, -0.3, 0, -4, 3
> COCCNC(=O)CN1CCN(S(=O)(=O)c2ccc3c(c2)CCCC3)CC1
  6, -6, -8, -3, -0.8, -0.2, 8, 2, 0
> CCC1CCCCN1CCCNC(=O)c1sc2nc(C)cc(C)c2c1-n1cccc1 (stereo not drawn)
  6, -2, ., 0, -0.4, ., -6, -28, -1
> COc1ccc(S(=O)(=O)n2nc(C)c(S(=O)(=O)N3CCCCCC3)c2C)cc1OC
  6, -1, ., 6, 0.4, 0.5, -4, ., 4
> CCCCNC(=O)CSc1nc2cc3c(cc2c(=O)n1CCCCCC(=O)NCCc1ccc(OC)c(OC)c1)OCO3
  13, -1, ., 2, 0.0, 0.4, -8, -7, -1
> O=C(c1ccc2c3c(cccc13)CC2)C1CCCN(C(=O)c2cc[n+]([O-])cc2)C1 (stereo not drawn)
  -4, 3, 11, 6, 0.3, 0.2, 0, -1, 3
> Cc1cc(C)c(S(=O)(=O)Nc2cccc(S(=O)(=O)NC3=NCCC3)c2)c(C)c1
  2, -2, 6, 21, 0.3, -0.4, 2, 5, 6
> CC1CC(=O)NN=C1c1ccc(NCCO)c([N+](=O)[O-])c1 (stereo not drawn)
  -8, -3, 4, 4, -0.5, 1.0, 2, -20, 0
> CCn1ncc(CN2CCN(Cc3ccc(OC)c(C)c3C)C(CCO)C2)c1C (stereo not drawn)
  11, -4, -20, -2, 0.7, 0.2, -21, 5, 2
> O=C(CSc1nnc2c(n1)[nH]c1ccc(F)cc12)NCc1ccc(F)cc1
  -18, -10, -7, -2, 0.2, 1.6, ., -5, 6
> O=C(Cn1c(-c2cccs2)cc2ccccc21)NCc1ccccc1Br
  6, 1, ., 11, -0.6, -0.5, 0, -14, -1
> Cc1ccccc1Cn1cnc2c(NS(C)(=O)=O)c(C)c(C)cc21
  16, -7, 35*, -2, -0.4, -0.4, -5, 17, 4
> Cc1nn(C)c(Cl)c1CN1CCCC(CO)(Cc2ccccc2)C1 (stereo not drawn)
  -2, 7, 1, 0, -0.5, -0.1, -6, 2, 1
> O=C(N=C1SC2CS(=O)(=O)CC2N1c1ccccc1F)C1CCCCC1 (stereo not drawn)
  -8, 9, -10, 1, 0.1, 0.2, 16, 3, 3
> Cc1cc(Cl)ccc1NC(=O)CN(C)C1=NS(=O)(=O)c2ccccc21
  -7, 0, 12, 8, 0.4, 0.8, 19, -7, 1
> O=C(CN(c1ccccc1)S(=O)(=O)c1ccccc1[N+](=O)[O-])N1CCCC1
  -4, -2, 6, 6, -0.8, -1.7, -2, 16, 2

Results follow in this order: D1 antagonist, D1 potentiator, D2 antag, TRHR PAM, TRHR agonist, D2 ag, D2 potentiator, RXFP1 antagonist, D1 agonist
> COc1cc(S(=O)(=O)N2CCN(C)CC2)ccc1Cl
  9, -4, -2, 4, -0.6, -0.3, 20, 8, -3
> O=C(Nc1ccc(S(=O)(=O)N2CCOCC2)cc1)c1ccc([N+](=O)[O-])cc1Cl
  -2, -6, 0, -5, 0.7, -0.2, 14, -1, 5
> Cc1ccc2cccc(NC(=S)NC(=O)c3ccccc3)c2n1
  33, -2, 4, -4, 1.6, 0.0, 33*, -3, 2
> O=C(CCS(=O)(=O)c1ccccc1)N1CCN(c2ccc(F)cc2)CC1
  -17, -3, -12, 1, 0.3, 1.3, -4, -10, 3
> C=CCOc1cccc(/C=N/NC(=O)CN(c2cc(Cl)ccc2OC)S(=O)(=O)c2ccc(C)c([N+](=O)[O-])c2)c1
  -3, -5, 1, -2, -0.6, 0.8, -3, -1, 7
> COc1ccc(N2C(=O)CCC2(C#N)c2ccc(OC)cc2)cc1 (stereo not drawn)
  14, -5, ., 0, 0.9, ., 4, 6, 19
> CN1C(=O)[C@@H]2[C@@H]3C[C@@H]([C@H]4ON=C(c5ccc(Cl)cc5)[C@@H]34)[C@@H]2C1=O
  -2, 9, 18, 4, 0.0, -0.2, 6, 13, 11
> Cc1ccc(N=Nc2ccc(C)cc2NC(=O)Nc2ccccc2F)cc1
  -3, -10, -36, -6, 1.5, 0.6, -3, -9, 0
> C=CCn1c2[n+](c3ccccc3c1=O)CCCCC2
  -7, -2, 1, 2, 0.2, 0.0, -10, 3, 1
> C=CCOc1c(Cl)cc(CNCCC)cc1Cl
  -7, -8, -1, 5, -0.1, -0.4, 1, -8, 15
> COc1ccc(S(=O)(=O)N2CCCC(C(=O)NCCc3ccccc3)C2)cc1 (stereo not drawn)
  -1, -6, 3, 13, -0.4, -0.7, 1, 6, 1
> CCCOc1ccc(C(=O)NNC(=O)CCNC(=O)c2ccco2)cc1OC
  2, 5, 1, -1, 1.7, 1.0, 8, -15, 2
> CCc1nnc(NC(=O)CCC(=O)NCc2ccccc2OC)s1
  0, 0, ., 9, 1.1, ., ., 2, 1
> Cc1noc(C)c1COC(=O)C(c1ccccc1)c1ccccc1
  5, 3, 2, -5, -1.4, 1.3, 0, -20, 11
> CCOc1ccccc1NC(=O)C1CCC(CNS(=O)(=O)c2ccc3c(c2)CCCC(=O)N3)CC1 (stereo not drawn)
  12, -3, ., -2, 0.1, ., 6, ., 3
> CC(C)C[C@H]1CN=C(N(C)C)N1CC1CCCCCC1
  1, 3, 4, 3, 0.7, 0.5, 9, ., 7
> O=C(CCN1C(=O)/C(=C/c2ccccc2Cl)SC1=S)Nc1cccnc1
  5, 2, 0, 4, -0.5, -0.1, 19, -35, 3
> COc1ccc([C@H]2CC(=O)C=C(c3cc(C=O)ccc3OC)C2)cc1
  38, 10, -6, -2, 0.3, 0.1, 3, ., 6

Compound activity (PubChem)
